From PubChem
TRAIL sens C8: caspase-8 TRAIL sensitization | NB7+C8 cells + TRAIL, ATPlite viability luminescence | inhibition (viability loss, TRAIL sensitization), % at 10 µM | 360,000 compounds, 1% hits | AID 624354;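 active means compounds causing at least 50% loss of cell viability in the single-dose screen, relative to plate controls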
NR5A2 inv ag: inverse agonists of human LRH-1 (NR5A2) | O00482 | HEK293T StAR-luciferase reporter, LRH-1 transfected, 24 h | inhibition, % at 3.6 µM | 360,000 compounds, 0.13% hits | AID 602396;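 active means inhibition above the mean inhibition of all tested compounds plus 3 SD, cut at about 73% in these data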;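 further: 0% = DMSO wells and 100% = reporter-only cells lacking LRH-1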
NCOA3 inh: human NCOA3 inhibition; Q9Y6Q9; HEK293 GAL4-SRC3 luciferase reporter, luminescence; inhibition, % at 3.6 µM; 360,000 compounds, 0.17% hits; AID 588352;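 active means inhibition above a per-campaign cutoff, the mean of all compounds plus 3 SD, cut at about 60% in these data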;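 further: 0% = DMSO-treated cells and 100% = gossypol-treated cells at 36 µM; higher means less SRC3-driven luciferase light from the GAL4 reporter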
TWEAK-Fn14 inh: TWEAK-Fn14 signaling inhibition; AID 1159606; 360,000 compounds, 2% hits; TWEAK-stimulated Fn14 reporter cells, luciferase luminescence, 8 h; inhibition, % at 10 µM; in the data active means inhibition above about 50%
Shn3 3UTR inh: inhibitors of Schnurri-3 3'UTR reporter in osteoblasts | AID 588674 | 360,000 compounds, 0.52% hits | Clone20 osteoblast Shn3 3'UTR firefly luciferase, 24 h | inhibition, % at 12.5 µM;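 active means mean inhibition of at least 75% with every replicate also reaching 75%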;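 further: 0% = median of neutral control wells and 100% = pilot-screen positive control compound; some compounds past the cut are filed as inactive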
SRC1 inh: inhibitors of human steroid receptor coactivator 1 (SRC1); HEK293 GAL4-SRC1 luciferase reporter, luminescence; Q15788; AID 588354; 360,000 compounds, 0.12% hits; inhibition, % at 3.6 µM;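 active means inhibition above the campaign mean plus 3 SD, with each screening campaign given its own cutoff, cut at about 60% in these data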;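 further: 0% = DMSO treated cells and 100% = gossypol at 36 µM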
Target sequence (Q15788 whole entry, looked up, the tested form may be a part): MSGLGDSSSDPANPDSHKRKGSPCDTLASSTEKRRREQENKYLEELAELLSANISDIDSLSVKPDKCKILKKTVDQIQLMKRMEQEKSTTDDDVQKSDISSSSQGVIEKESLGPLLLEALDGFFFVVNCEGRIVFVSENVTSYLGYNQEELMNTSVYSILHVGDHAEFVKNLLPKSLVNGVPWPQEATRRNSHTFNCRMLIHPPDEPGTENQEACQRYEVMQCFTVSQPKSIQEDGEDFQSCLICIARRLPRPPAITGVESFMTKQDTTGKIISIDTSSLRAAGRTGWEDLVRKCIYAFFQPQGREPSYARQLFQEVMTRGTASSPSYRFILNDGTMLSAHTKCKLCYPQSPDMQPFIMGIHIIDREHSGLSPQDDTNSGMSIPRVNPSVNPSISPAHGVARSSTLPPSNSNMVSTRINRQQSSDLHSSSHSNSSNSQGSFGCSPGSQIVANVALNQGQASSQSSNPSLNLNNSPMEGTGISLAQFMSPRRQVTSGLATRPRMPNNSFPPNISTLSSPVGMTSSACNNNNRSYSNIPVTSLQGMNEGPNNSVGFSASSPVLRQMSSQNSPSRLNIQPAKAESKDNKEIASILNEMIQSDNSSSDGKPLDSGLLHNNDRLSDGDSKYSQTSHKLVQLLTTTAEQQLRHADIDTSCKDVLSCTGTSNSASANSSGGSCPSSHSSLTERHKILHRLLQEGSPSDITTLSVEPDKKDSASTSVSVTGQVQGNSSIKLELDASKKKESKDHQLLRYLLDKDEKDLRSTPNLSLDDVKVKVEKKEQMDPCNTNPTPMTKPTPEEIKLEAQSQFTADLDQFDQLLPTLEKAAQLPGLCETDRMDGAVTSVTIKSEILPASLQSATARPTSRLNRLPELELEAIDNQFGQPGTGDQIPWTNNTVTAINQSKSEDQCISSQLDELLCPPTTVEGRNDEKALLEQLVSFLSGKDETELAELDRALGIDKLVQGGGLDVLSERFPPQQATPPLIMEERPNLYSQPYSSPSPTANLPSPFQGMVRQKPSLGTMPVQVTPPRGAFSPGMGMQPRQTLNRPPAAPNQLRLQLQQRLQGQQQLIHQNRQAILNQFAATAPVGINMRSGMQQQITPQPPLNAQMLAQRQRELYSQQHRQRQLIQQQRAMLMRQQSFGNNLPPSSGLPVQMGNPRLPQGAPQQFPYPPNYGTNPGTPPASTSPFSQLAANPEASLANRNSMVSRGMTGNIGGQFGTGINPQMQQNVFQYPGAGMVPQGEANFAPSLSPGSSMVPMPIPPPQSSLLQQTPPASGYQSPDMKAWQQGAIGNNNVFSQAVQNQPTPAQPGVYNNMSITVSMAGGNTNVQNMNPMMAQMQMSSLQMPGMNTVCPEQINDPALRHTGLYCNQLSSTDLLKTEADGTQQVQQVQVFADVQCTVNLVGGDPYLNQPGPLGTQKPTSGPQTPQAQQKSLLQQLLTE
COUP-TFII inh: blocks human COUP-TFII nuclear receptor; 370,000 compounds, 0.7% hits; AID 686940; inhibition, % at 8.6 µM; HEK293T NGFI-A luciferase reporter, luminescence;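 active means inhibition above a per-plate cutoff, mean inhibition of test wells between control levels plus 3 SD, cut at about 38% in these data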;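 further: cells cotransfected with COUP-TFII expression vector driving the NGFI-A reporter; 0% = median of COUP-TF2 test wells and 100% = reporter-only cells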
EBV LMP1 NFkB: reduces LMP1-driven NF-kappaB luciferase signal | LMP1-induced NF-kappaB luciferase reporter cells, luminescence | inhibition, % at 12.5 µM | 350,000 compounds, 0.69% hits; in the data active means inhibition above about 41%;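 further: 0% = neutral control wells and 100% = reference inhibitor control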
CF NFkB block: inhibitors of cystic fibrosis induced NF-kB; KKLEB NF-kB-GFP reporter, PAF-induced, GFP fluorescence overnight; AID 588850; inhibition, % at 5 µM; 360,000 compounds, 0.86% hits;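 active means at least 50% inhibition at 5 µM, scaled per plate between neutral and stimulator controls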;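 further: PAF is a Pseudomonas aeruginosa culture filtrate used as stimulus; plate controls were PAF-stimulated DMSO wells for no effect and unstimulated DMSO wells for full effect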
KKLEB tox: CF airway cell cytotoxicity counter-screen; KKLEB CF airway cells viability, ATPlite luminescence, overnight; active compounds read low; cells stimulated with P. aeruginosa culture filtrate; activity change (cytotoxicity), % at 5 µM; 360,000 compounds, 0.36% hits;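 active means corrected activity change at or below -50% at 5 µM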
TROY signal inh: blocks TROY-dependent signaling in reporter cells; Q293 LMP1-TROYcd NF-kB luciferase reporter, 4 h; inhibition, % at 10 µM; 360,000 compounds, 0.98% hits;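 active means compounds whose plate-normalised and pattern-corrected inhibition of the luciferase reporter signal at the single screening dose is 50% or more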
* marks the source's active call; other numbers are inactive results; . = not tested or not shown. Some of the compounds tested; count on the stated rates, not on these rows.

Results follow in this order: TRAIL sens C8, NR5A2 inv ag, NCOA3 inh, TWEAK-Fn14 inh, Shn3 3UTR inh, SRC1 inh, COUP-TFII inh, EBV LMP1 NFkB, CF NFkB block, KKLEB tox, TROY signal inh
- O=C(CCn1c(=O)oc2ccccc21)NCCN1CCOCC1
 : 1, 20, 12, 4, -11, 11, -91, -46, -19, 21, -8
- Cc1cc(C)c2nc(-c3ccccc3)ccc2c1
 : -1, -55, -63, -19, -51, -67, -25, ., -2, -8, -40
- NC(=O)Nc1ccc(C(=O)OCC(=O)Nc2sccc2C(N)=O)cc1
 : 19, -4, -14, 7, 16, 0, -10, 2, -17, -22, -19
- Nn1c(Nc2ccccc2)nc2sc3c(c2c1=O)CCCC3
 : -10, -17, 7, -30, -19, -7, 8, 7, -14, 5, -9
- Cc1ccc(NC(=O)Nc2ccc3c(c2)OCO3)cc1F
 : 28, -167, -99, -12, -95, -124, -50, -38, 10, -19, -63
- Cc1ccc(NC(=O)Cc2cn(C)c3ccccc23)cc1F
 : 2, 12, -3, -13, -15, -5, 2, -14, 9, 2, -70
- CCOc1ccccc1NCN1C(=O)c2ccccc2C1=O
 : 2, -14, 5, 8, -28, -1, -3, -7, 11, -12, -5
- CCOC(=O)COc1ccc2c(C)cc(=O)oc2c1C(=O)c1ccccc1
 : -1, 13, 3, 18, -20, 9, -6, -5, 8, -7, -1
- CN(C(=O)COC(=O)C1CCN(S(=O)(=O)c2ccc(Cl)cc2)CC1)C1CCS(=O)(=O)C1 (stereo not drawn)
 : -3, -8, -12, -1, -2, 6, -23, -6, -9, 20, 7
- CC1=CSC2=NC(C(F)(F)F)(C(F)(F)F)NC(=O)N12
 : -6, 16, 15, -5, 1, -1, -8, 5, -33, 17, 2
- CCn1c(SCC(=O)N/N=C(/C)c2ccncc2)nc2ccccc21
 : 12, 12, 1, 2, ., 8, 0, 10, -9, -20, -10
- c1ccc(CSc2nnc(-c3cccnc3)o2)cc1
 : 6, -52, -38, -10, -56, -40, -32, -6, 9, 4, .
- Fc1ccc(CNC(=S)NC2CCCCCC2)cc1
 : -9, 3, 9, -10, -2, -3, -5, -3, 4, -2, -2
- O=C(COC(=O)c1ccc(F)cc1F)NCc1ccc2c(c1)OCO2
 : -3, 18, 10, 4, -22, -1, 0, -1, 8, -23, 2
- O=C1c2ccccc2C(=O)N1CCN1CCc2ccccc21
 : -17, -86, -37, -14, -37, -80, -44, 10, -1, -1, -17
- Cc1ccc(S(=O)(=O)CC(=O)Nc2ccc3nc(C)sc3c2)cc1
 : 2, 11, 3, -2, 7, -1, 15, 2, 13, 0, 6
- CC(C)c1ccc(NC(=O)C(c2ccc3c(c2)OCO3)N2CCN(C(=O)c3ccco3)CC2)cc1 (stereo not drawn)
 : 10, 9, 2, -17, 17, -9, 3, 12, 4, 2, -10
- CCNC(=S)/C(=C(/[O-])c1ccc([N+](=O)[O-])cc1)[n+]1ccccc1
 : 1, 15, 2, -1, 2, -13, 13, -3, 1, 2, 3
- Cc1ccc(N=Cc2c(O)[nH]c3ccccc23)c([N+](=O)[O-])c1
 : 7, -19, -45, -26, -101, -60, -24, -18, -23, 0, -76
- COc1ccc(C(O)c2nc3ccccc3n2C(C)C)cc1 (stereo not drawn)
 : 30, 16, -2, 7, 3, -8, 11, -1, 10, -4, 12
- CCCOc1ccc([N+](=O)[O-])cc1C1NC(=S)NC(c2ccccc2)=C1C(=O)OCC (stereo not drawn)
 : -8, 1, 11, 13, 6, -26, 6, -1, 9, -4, -23
- Cc1cc(=O)oc2cc(NC(=O)C3CCCC3)ccc12
 : -17, -27, -22, -21, -15, -43, 9, -22, 6, -3, -50
- CC(=O)c1ccc(S(=O)(=O)NCCOc2ccccc2)cc1
 : 4, -7, -6, 23, -3, -6, -11, -3, 10, 5, 1
- CC1(C)CC(=O)C=C(c2cccc(O)c2)C1=O
 : -8, -10, 2, -11, 83, -9, 1, 8, 2, 10, -15
- CN1CCN(C(=O)c2ccc3nc(-c4ccccc4)c(-c4ccccc4)nc3c2)CC1
 : -3, 2, 13, 13, 1, -7, -6, 2, -1, -2, 17
- COc1ccc(S(=O)(=O)Nc2cc3[nH]c(=O)oc3cc2C)cc1
 : 23, 26, -3, 10, 3, 1, -10, ., 12, -6, -4
- COC(=O)c1cc(C(=O)Nc2nc3ccccc3[nH]2)cc([N+](=O)[O-])c1
 : 10, -14, -18, -18, -21, -3, -16, -10, -39, -1, -18
- NNC(=S)NCc1ccc2c(c1)OCO2
 : -10, 0, -4, -14, -11, 3, -4, 11, -11, 8, 5
- COc1cccc(CN2CCN(Cc3cccc4nonc34)CC2CCO)c1 (stereo not drawn)
 : 0, 12, 6, -9, -11, -15, -1, 5, -1, 0, -20
- O=C(O)C1CCN(C(=O)COc2ccc3c4c(c(=O)oc3c2)CCCC4)CC1
 : -9, 23, 9, 3, -25, 2, 3, 6, -10, -17, -14
- COc1ccc(CC(=O)OCC(=O)NC2CCCCC2)cc1OC
 : -12, 12, 10, 10, -20, -13, 8, -6, 9, -3, -21
- CCOC(=O)CN(C(=O)COc1nc(-c2ccccc2)cc(C)c1C#N)c1ccc(F)cc1
 : 1, 22, 17, -3, 7, 21, 14, -8, 10, -1, -3
- CC(C)N(C)c1ncnc2c1ncn2[C@H]1CN(Cc2cccnc2)C[C@@H](CO)O1
 : -12, 7, -2, -23, -16, -12, -8, ., 7, -12, 0
- CC1(C)Cc2cccc(OCC(=O)NCCc3ccc(S(N)(=O)=O)cc3)c2O1
 : -12, 18, -6, 7, -34, -9, 4, -1, 8, -4, -22
- O=C(CSc1nnc(CCCN2C(=O)c3cccc4cccc(c34)C2=O)n1-c1ccccc1)NCCCO
 : 7, 3, -7, -24, -11, -6, -12, 0, -8, 9, -3
- Cc1cccc(CNC(=O)CCCn2nc(C)c3c(C)n(-c4ccccc4)nc3c2=O)c1
 : 1, -1, 4, -15, 18, 1, 5, 3, -7, -3, -3
- O=C(O)c1ccccc1C(=O)Nc1ccccn1
 : 1, -16, 2, -3, -29, -3, -14, 1, 3, -6, 3
- Cc1cc(C)cc(NC(=O)CSc2nncn2-c2ccccn2)c1
 : -4, -18, -3, 7, -1, -5, -21, 9, -13, -1, -4
- O=C(c1cccc(Br)c1)N1CCN(C2=NS(=O)(=O)c3ccccc32)CC1
 : -10, -12, 9, 4, 14, 0, 8, 1, 7, 5, 22
- COC(=O)c1ccccc1NC1c2ccccc2C(=O)N1c1cccnc1 (stereo not drawn)
 : 10, 6, 16, -8, -3, 7, -9, 0, -26, 15, -11
- CC(=O)NC1Sc2ccccc2N=C1c1ccccc1 (stereo not drawn)
 : 15, -85, -107, 53*, -97, -63, -50, -28, -7, 16, .
- Cc1ccc(OCCC(=O)OCC(=O)N2CC(=O)Nc3ccccc32)cc1
 : 9, 6, 11, 15, -2, 5, 8, 2, 42, -14, 19
- Cc1nnc(NC(=O)c2ccc(S(=O)(=O)N3CCOCC3)cc2)s1
 : 3, 1, 5, -3, 6, 4, -8, 0, -5, -2, -9
- O=C(Cn1ccc2ccccc2c1=O)N1CCN(c2cccc(Cl)c2)CC1
 : -5, 6, -31, 3, 6, -2, 0, 8, 3, 0, -7
- CCC(=O)Nc1ccc2c(c1)ncn2C
 : 18, 3, 12, -11, 3, 16, -20, 1, 1, 8, -28
- Cc1cccc(Nc2ccc([N+](=O)[O-])cn2)c1
 : -5, -42, -35, -34, -50, -38, -37, -14, 9, 0, -25
- CCOC(=O)C1CCN(C(C)=C2C(=O)c3ccccc3C2=O)CC1
 : 2, 9, 2, -10, -3, -1, -8, 1, -11, -4, 0
- Cc1nnc2c(NC3CCCC3)nc3ccccc3n12
 : -2, 5, 13, 1, -23, -26, -62, 0, -20, -3, 18
- Cc1ccc(C=Cc2ccccn2)cc1
 : 43, -132, -130, -15, -34, -107, -59, -17, -47, -3, -54
- CCOC(=O)c1c(C)n(C)c2cc(OCCN(CC)CC)ccc12
 : 2, -12, 24, -12, 11, -3, -12, 7, -16, 6, -6

Next results:
Results follow in this order: TRAIL sens C8, NR5A2 inv ag, NCOA3 inh, TWEAK-Fn14 inh, Shn3 3UTR inh, SRC1 inh, COUP-TFII inh, EBV LMP1 NFkB, CF NFkB block, KKLEB tox, TROY signal inh
- COc1ccccc1-n1c(C)nc2cc(C(=O)NCCN3CCOCC3)ccc21
 : 1, 13, -5, 5, -17, -3, -3, -6, 12, 9, 2
- Cc1nn(-c2ccccc2)c(N)c1N=Nc1ccc2ccccc2c1
 : -5, -153, -63, -17, -42, -82, -38, -42, -2, -2, -45
- N/C(=N\OC(=O)c1ccc2ccccc2c1)c1ccccc1Cl
 : 93*, -98, -163, -148, -89, -116, -71, -67, 37, -9, -42
- Cc1ccc(CNC(=O)C23CN(Cc4ccccc4)CC2C(c2ccc([N+](=O)[O-])cc2)=NO3)cc1 (stereo not drawn)
 : -16, 14, 18, 7, 6, 0, 8, 4, 4, -24, 1
- CN1C2C=C3C(C#N)=C(N)C(C#N)(C#N)[C@@H](c4cccs4)C3C1CC2 (stereo partly drawn)
 : -6, 8, 7, 6, 2, -6, -6, -13, -18, 11, -45
- O=C(COC(=O)CCCNC(=O)c1ccc(Cl)cc1)Nc1ccc(Br)cc1
 : -1, 22, 8, -11, -4, 4, 20, -8, 8, 5, -16
- O=C1N(c2ccccc2C(F)(F)F)OC1(Cc1ccccc1)c1ccccc1 (stereo not drawn)
 : 31, 1, 2, 13, -12, -5, -7, 9, 42, 10, 4
- COc1ccc(Cl)cc1NC(=O)CN(C)C(=O)c1cccc(S(=O)(=O)N2CCN(C)CC2)c1
 : 17, -3, 9, 3, 15, -3, -1, 1, -3, -13, 4
